# core dimer inh: inhibitors of HCV core protein dimerization, primary screen, biochemical, TR-FRET, high-throughput. inhibition, % at 5 µM. AID 1899, 2009. TR-FRET GST/Flag-core106 dimerization, 1536-well. 300,000 tested, 0.33% active;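 active means inhibition above the mean of all tested compounds plus 3 SD, set per screening campaign, cut at about 45% in these data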
#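 Assay system: tagged HCV core106 pair (GST and Flag); medium: KF-containing HEPES buffer, pH 7.45, DTT, CHAPS, BSA; also added: Eu donor and XL665 acceptor anti-tag antibodies; dosing: 5 µM single dose; timing: compound-protein-antibody incubation 4 h at 22.5 °C; signal: TR-FRET 671 and 617 nm emission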
# PP1 counter: PP1-alpha phosphatase inhibitors, primary screen, counter-screen for PP5 inhibitor project, biochemical, fluorescence, OMFP substrate, single point; purified PP1alpha; Serine/threonine-protein phosphatase PP1-alpha catalytic subunit (Homo sapiens), P62136; 320,000 tested, 0.9% active; inhibition, % at 6.7 µM; AID 2235, 2010;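 active means inhibition above the mean inhibition of all tested compounds plus 3 SD, computed separately for each screening campaign, cut at about 15% in these data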
# Target sequence (P62136 whole entry, looked up): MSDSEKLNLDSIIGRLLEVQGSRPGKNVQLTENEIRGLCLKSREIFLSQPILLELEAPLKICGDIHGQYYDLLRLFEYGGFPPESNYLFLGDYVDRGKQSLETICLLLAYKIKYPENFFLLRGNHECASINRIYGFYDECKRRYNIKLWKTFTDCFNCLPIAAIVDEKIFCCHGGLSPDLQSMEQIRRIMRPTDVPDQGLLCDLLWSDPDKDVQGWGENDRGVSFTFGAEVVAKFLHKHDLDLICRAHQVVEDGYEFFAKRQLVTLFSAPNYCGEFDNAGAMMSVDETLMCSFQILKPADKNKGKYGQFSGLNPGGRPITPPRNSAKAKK
# Fh CTSL1 inh: Fasciola hepatica cathepsin L1 inhibitors, primary screen, counter-screen for PFM18AAP inhibitor project, biochemical, QFRET, fluorogenic peptide substrate | recombinant F. hepatica cathepsin L1, Z-Leu-Arg-MCA fluorescence | inhibition, % at 5.96 µM | 300,000 tested, 0.49% active | AID 1906, 2009;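 active means inhibition above the mean of all tested compounds plus 3 SD, set per screening campaign, cut at about 17% in these data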;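 further: 0% = plate median of test compound wells and 100% = 1 µM Z-Phe-Ala-diazomethylketone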
# PP5 inh: PP5 phosphatase inhibitors, primary screen, biochemical, fluorescence | Serine/threonine-protein phosphatase 5 (Homo sapiens), P53041 | purified PP5c, OMFP substrate fluorescence | inhibition, % at 6.7 µM | 320,000 tested, 0.18% active | AID 1987, 2009;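 active means inhibition above the campaign's mean inhibition across all tested compounds plus 3 SD, cut at about 9.5% in these data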;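 further: 0% = DMSO only and 100% = 100 µM cantharidin control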
# Target sequence (P53041 whole entry, looked up): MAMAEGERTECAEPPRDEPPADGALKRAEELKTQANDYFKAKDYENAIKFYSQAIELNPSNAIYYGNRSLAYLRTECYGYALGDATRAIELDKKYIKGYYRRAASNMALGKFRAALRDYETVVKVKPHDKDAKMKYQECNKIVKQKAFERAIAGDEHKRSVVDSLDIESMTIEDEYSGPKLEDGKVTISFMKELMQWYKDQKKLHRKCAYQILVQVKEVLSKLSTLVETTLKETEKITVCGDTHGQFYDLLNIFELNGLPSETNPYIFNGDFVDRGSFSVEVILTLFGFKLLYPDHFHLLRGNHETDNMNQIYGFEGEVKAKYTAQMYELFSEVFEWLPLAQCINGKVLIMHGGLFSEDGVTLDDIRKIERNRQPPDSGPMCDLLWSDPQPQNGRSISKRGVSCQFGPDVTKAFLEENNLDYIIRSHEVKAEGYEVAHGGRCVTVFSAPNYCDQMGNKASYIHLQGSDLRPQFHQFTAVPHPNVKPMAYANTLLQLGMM
# proCasp3 act: activators of human procaspase-3 D3A mutant, primary screen, biochemical, absorbance, PC-3 D3A mutant, single concentration; recombinant procaspase-3 D3A, Ac-DEVD-pNA absorbance 405 nm; activation, % at 8.5 µM; 330,000 tested, 0.11% active; Caspase-3 (Homo sapiens), P42574; AID 463141, 2010;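 active means activation above the mean of all tested compounds plus 3 SD, cut at about 21% in these data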;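 further: 0% = DMSO alone and 100% = DMSO wells spiked with extra 5 µM PC-3 D3A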
# Target sequence (P42574 whole entry D9A/D28A/D175A): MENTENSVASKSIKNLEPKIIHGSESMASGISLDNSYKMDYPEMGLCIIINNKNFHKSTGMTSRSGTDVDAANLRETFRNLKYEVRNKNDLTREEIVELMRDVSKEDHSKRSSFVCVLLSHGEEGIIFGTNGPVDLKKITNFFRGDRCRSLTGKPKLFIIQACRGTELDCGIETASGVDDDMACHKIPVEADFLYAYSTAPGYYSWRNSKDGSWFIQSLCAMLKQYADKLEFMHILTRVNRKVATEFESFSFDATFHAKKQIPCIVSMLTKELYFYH
#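 Evaluation: percent activation relative to control range; Material: Procaspase-3 D3A mutant, all three cleavage aspartates alanine; Compound: single dose, 8.5 µM nominal compound, 0.8% DMSO; Replication: one well per compound; Signal: absorbance at 405 nm, 0 and 120 min; Schedule: 1 h preincubation plus 2 h reaction at 25 °C.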
# AHR activator: AHR activators, primary screen, cell-based, luminescence, luciferase reporter, human. activation, % at 5 µM. AHR-responsive luciferase reporter cells. Aryl hydrocarbon receptor (Homo sapiens), P35869. 320,000 tested, 2.5% active; in the data active means activation above about 47%;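 further: 0% = vehicle wells and 100% = reference agonist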
# procasp7 counter: procaspase-7 activators, primary screen, counter-screen for procaspase-3 activator project, biochemical, absorbance, HTS, human; 330,000 tested, 0.093% active; AID 463210, 2010; recombinant procaspase-7, Ac-DEVD-pNA absorbance 405 nm; D23A/D198A/D206A triple mutant, cannot self-cleave; scale: DMSO 0, 5 µM enzyme 100; activation, % at 8.5 µM; Caspase-7 (Homo sapiens), P55210;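 active means percent activation above the screen-wide mean plus 3 SD, cut at about 25% in these data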
#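 Assay system: Uncleavable procaspase-7 mutant enzyme | Input: 2 µM procaspase-7 mutant as dispensed | Timing: 1 h compound preincubation, 2 h substrate cleavage, 25 °C | Repeats: One well per compound | Control set: DMSO wells as 0%, DMSO with 5 µM added PC-7 as 100% | Technique: Epi-absorbance of released pNA at 405 nm, two timepoints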
# TPT1 inhibitor: Candida albicans TPT1 enzyme inhibitors, primary screen, biochemical, fluorescence polarization; tRNA 2'-phosphotransferase TPT1 (Candida albicans SC5314); recombinant caTPT1, FP RNA substrate dephosphorylation; AID 1962, 2009; 300,000 tested, 0.81% active; inhibition, % at 5 µM;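 active means inhibition above the mean of all tested compounds plus 3 SD, set per screening campaign, cut at about 24% in these data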;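 further: plate controls were DMSO alone for no effect and ferristatin control at 100 nM for full effect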
# PAFAH2 inh: PAFAH2 enzyme inhibitors, primary screen, biochemical, fluorescence polarization, human. inhibition, % at 3.39 µM. 340,000 tested, 0.99% active. Platelet-activating factor acetylhydrolase 2, cytoplasmic (Homo sapiens), Q99487. recombinant PAFAH2, FP-rhodamine activity probe;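 active means inhibition above the mean over all tested compounds plus 3 SD, cut at about 30% in these data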;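 further: inhibitors block probe labeling of enzyme so polarization drops; 0% = enzyme with DMSO and 100% = wells lacking PAFAH2 protein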
# An asterisk follows results filed as active; . = no result given; & = joins results of further samples.
no.	molecule	core dimer inh	PP1 counter	Fh CTSL1 inh	PP5 inh	proCasp3 act	AHR activator	procasp7 counter	TPT1 inhibitor	PAFAH2 inh
1	c1ccc2c(c1)oc1c(Nc3ccc(CN4CCOCC4)cc3)ncnc12	4	1	-3	1.9	-8	8	7	5	14
2	O=C(OC(C(=O)NCc1ccco1)c1ccc(Cl)cc1)c1cccs1 (configuration not stated)	1	2	-51	1.7	9	0	2	0	4
3	O=C(Nc1ccc(N2CCN(C(=O)c3cccs3)CC2)cc1)c1ccco1	-3	0	-3	-0.4	10	-1	1	-1	2
4	Cc1ccc(-c2noc(-c3ccccc3F)n2)cc1	-1	-1	3	-0.8	-1	13	0	-3	-3
5	O=C1Cc2ccccc2C(=O)N1c1ccccc1	0	2	-2	3.0	7	-2	-2	-5	-5
6	CCC(=O)N(CCc1ccccc1)Cc1cc2cc(OC)ccc2[nH]c1=O	2	1	-1	1.8	0	3	7	-1	3
7	O=C(CNc1ccc(Br)cc1)Nc1cccc(S(=O)(=O)N2CCCC2)c1	.	2	.	3.7	-10	1	-4	.	0
8	CCn1c(SC)nnc1C1CCN(S(=O)(=O)c2ccc(OC)cc2)CC1	2	-1	7	0.1	14	2	7	6	-1
9	Cn1c(COc2ccccc2)nnc1SCC(=O)Nc1ccc(S(N)(=O)=O)cc1	-1	-2	4	0.2	-3	2	12	1	-4
10	O=C(Nc1ccncc1)c1cccc(S(=O)(=O)N2CCCC2)c1	12	-5	-6	1.5	0	4	3	-2	-2
11	Cn1c(CNc2nc(-c3ccccc3)cs2)nnc1SCC(=O)c1ccccc1	19	1	2	2.3	-10	7	4	4	5
12	CCOc1cc(Cl)c(NC(=O)CC)cc1OCC	-1	-2	-2	0.9	-2	2	-3	2	-4
13	Cc1ccccc1-c1nc2sc(C)c(C)c2c(=O)o1	-11	1	-1	1.4	-6	6	10	-2	68*
14	CCOc1ccccc1N(CC(=O)Nc1ccccc1)S(=O)(=O)c1ccccc1	6	-2	-28	5.3	2	4	-6	1	3
15	COc1ccc(CNC(=O)COC(=O)Cc2ccc(Cl)cc2Cl)cc1	4	-1	3	3.0	-1	-1	7	1	3
16	COc1ccc(-c2cc(C(F)(F)F)c(C#N)c(SCC(=O)Nc3ccc(C)cc3)n2)cc1	5	-2	-2	1.7	1	12	5	5	0
17	Cc1ccc(S(=O)(=O)N2CCN(C(=O)CCn3nc(C)c(C)c3C)CC2)cc1	-10	7	1	0.5	-10	-1	-11	-5	5
18	Cc1cccc(NC(=O)c2ccc(COc3ccc(Cl)cc3Cl)o2)n1	-2	5	0	5.5	-3	29	7	-5	-20
19	Nc1ccc(C2(c3ccc(N)cc3)OC(=O)c3ccccc32)cc1	0	3	-1	1.8	1	2	3	-3	-1
20	CC(=O)c1cccc(NC(=O)N2C3CCC2CC(NC(=O)Nc2ccccc2)C3)c1 (configuration not stated)	-2	2	-5	2.7	5	1	0	2	5
21	CCOC(=O)CC(=O)CSc1nc2c(c(-c3cccs3)c1C#N)CCC2	12	14	1	3.6	-29	5	-26	11	6
22	OCc1cc(C(O)CNCCCCCCOCCCCc2ccccc2)ccc1O (configuration not stated)	-20&-6	-9&-4	16&1	3.3&3.0	-2&5	13&-1	-6&-4	-1&2	6
23	CC(=O)Nc1ccc(S(=O)(=O)Nc2cccc3[nH]ncc23)cc1	-6	-1	6	-0.2	-1	2	12	0	2
24	CN=C1S/C(=C\c2ccc(N3CCOCC3)cc2C)C(=O)N1C	-10	1	1	-0.4	0	30	-6	3	6
25	CN(CCNC(=O)c1ccc(/C=N/O)nc1)Cc1ccccc1	-2	0	0	0.7	6	-1	-6	-2	-7
26	C=CCc1c(C)nc(SCc2nc3ccccc3c(=O)[nH]2)[nH]c1=O	1	-4	-2	-1.5	-5	8	3	0	2
27	CCCCn1c(/N=C/c2ccc3c(c2)OCO3)nc2ccccc21	1	-4	-2	1.3	10	1	0	-5	-8
28	COc1ccc(Br)cc1CNC(=O)CCC(=O)N1CCSc2ccccc21	6	0	1	0.6	1	15	10	-1	0
29	Cc1nc(NCCc2cnc[nH]2)c2oc3ccccc3c2n1	2	-3	1	3.4	10	53*	5	-3	-8
30	COCCNC(=O)c1n[nH]c2ccccc12	-1	-7	-4	-2.3	8	11	-4	3	11
31	Cc1nn(CCc2n[nH]c(=S)n2-c2ccc(F)cc2)c(C)c1[N+](=O)[O-]	2	-3	2	-2.1	-2	-1	-14	-1	-7
32	O=C(CN1CCN(S(=O)(=O)c2cccc(Cl)c2)CC1)NCC1(N2CCOCC2)CCCCC1	.	-5	.	-0.1	-9	-1	-11	.	-1
33	COc1ccc(CNC(=O)COC(=O)c2ccc(Br)o2)cc1	.	-4	.	-0.2	5	10	-13	.	6
34	COc1cc(OC)cc(C(=O)NCCCn2ccnc2)c1	3	-6	-4	2.3	-9	33	-3	2	4
35	OCCOCCNc1ncnc2c1cnn2-c1ccc(Cl)cc1	-1	0	0	3.6	1	14	11	-1	0
36	Cc1ccccc1C(=O)Nc1ccc(C(=O)N/N=C/c2ccccn2)cc1	6	0	0	-1.5	6	3	7	2	-12
37	CCN1CCN(c2ccc(S(=O)(=O)N3CCOCC3)cc2NC(=O)C(C)Oc2ccc(F)cc2)CC1 (configuration not stated)	.	3	.	-0.1	4	0	4	.	2
38	COc1ccc(OC)c(NC(=O)c2nc3ccccc3s2)c1	-3	-2	4	3.5	2	10	1	-1	4
39	CCOC(CCNC(=O)CCC(=O)Nc1ccc2nc(N3CCN(C)CC3)cc(C)c2c1)OCC	2	-4	5	1.5	-2	3	9	0	-5
40	CCOC(=O)Cc1nnc(NC(=O)CC)s1	-3	-3	-2	-1.8	5	-1	15	-2	-5
41	CN(Cc1ccccc1)c1ncnc2c1cnn2-c1ccccc1	4	0	1	-0.5	-3	-2	-2	0	2
42	O=C(CCCCCCN1C(=O)c2ccccc2C1=O)N1CCC(c2ccccc2)C1 (configuration not stated)	23	3	5	2.1	1	1	-3	-5	5
43	O=C(COC(=O)c1cnccn1)NCc1ccc(Cl)cc1	0	0	-26	1.6	-4	-2	6	0	2
44	Cc1ccc(C(=O)CSc2ccccn2)cc1	-2	-8	-5	0.1	-24	-3	-28	3	-4
45	Cc1scc(C(=O)N/N=C/c2ccc([N+](=O)[O-])o2)c1C	-6	0	4	0.0	-3	-10	-13	1	-2
46	COc1ccc(CCN(CC(=O)NC2CCCC2)C(=O)Cn2nnc(-c3ccc(C)o3)n2)cc1OC	-1	-2	-5	2.2	-5	-1	0	2	-5
47	CCCNC(=O)Cn1cnc([N+](=O)[O-])n1	3	-3	-1	2.4	12	0	9	-2	-1
48	COc1ccc(Br)cc1/C=N/NC(=O)c1cc(OC)c(OC)c(OC)c1	-2	1	6	0.5	1	42	1	3	-15
49	CC(C)C(=O)NC(NCC1CCCO1)C(Cl)(Cl)Cl (configuration not stated)	-4	3	0	-0.7	-2	0	12	-2	-8
50	CCOC(=O)CNC(=O)CSc1nc(-c2ccc(OC)cc2)ns1	-2	-1	1	-1.4	4	-2	1	2	-4
51	CCNS(=O)(=O)c1ccc(Br)c(OC)c1	3	-2	-2	1.3	-1	1	-7	3	-2
52	Cc1cccc(N2N=C(C(=O)N3Cc4ccccc4CC3C(N)=O)CCC2=O)c1 (configuration not stated)	.	.	.	.	11	9	1	.	-5
53	CC(=O)NCCC(=O)Nc1cc(S(=O)(=O)N2CCCCC2)ccc1N1CCN(C)CC1	-3	-7	-2	-1.7	13	-3	2	1	2
54	Cc1cc(NC(=O)Nc2cccc(Cl)c2)n(-c2ccccc2)n1	-8	-4	1	-0.1	1	5	-3	-3	-2
55	O=C(Nc1cnc2sccn2c1=O)c1ccc(Cl)cc1Cl	-2	4	-2	3.0	7	1	-2	0	-6
56	CC(C)C(=O)Nc1nnc(-c2ccco2)s1	1	-1	0	3.6	0	10	-8	3	.
57	CC1(C)CC(NC(=O)c2cccc(Cl)c2)CC(C)(C)N1	-11	-1	1	-0.6	10	0	19	-4	0
58	Cc1cccc(N2C(=O)CN(Cc3ccccc3)C2=S)c1	-11	-1	0	2.6	11	2	-6	-4	0
59	O=C(Nc1ccccc1)c1c(F)cccc1F	3	-4	3	-0.7	3	-3	4	-2	1
60	COc1ccc(CCN2CC(C(=O)NCCc3ccc(C)cc3)CC2=O)cc1OC (configuration not stated)	4	0	5	2.7	-6	1	-2	-5	-10

# One compound at a time, from the list above:
# Listed for `Cc1cccc(N2N=C(C(=O)N3Cc4ccccc4CC3C(N)=O)CCC2=O)c1` (configuration not stated) = core dimer inh: .; PP1 counter: .; Fh CTSL1 inh: .; PP5 inh: .; proCasp3 act: 11; AHR activator: 9; procasp7 counter: 1; TPT1 inhibitor: .; PAFAH2 inh: -5
# Listed for `COc1ccc(Br)cc1/C=N/NC(=O)c1cc(OC)c(OC)c(OC)c1` = core dimer inh: -2; PP1 counter: 1; Fh CTSL1 inh: 6; PP5 inh: 0.5; proCasp3 act: 1; AHR activator: 42; procasp7 counter: 1; TPT1 inhibitor: 3; PAFAH2 inh: -15

# Going on with the list:
no.	molecule	core dimer inh	PP1 counter	Fh CTSL1 inh	PP5 inh	proCasp3 act	AHR activator	procasp7 counter	TPT1 inhibitor	PAFAH2 inh
61	COc1ccc(NC(=O)CSc2nc(O)c(Cc3ccccc3)c(=O)[nH]2)cc1	-2	0	-3	0.3	3	2	-9	-3	0
62	CC1CCCC(NC(=O)CN(C)S(=O)(=O)c2cnc[nH]2)C1C (configuration not stated)	-2	1	-2	1.2	-9	1	4	2	-1
63	O=S(=O)(N/N=C\c1ccc2c(c1)OCO2)c1ccc(Cl)cc1	-3	-3	3	-1.2	5	1	-6	-3	4
64	CCOC(=O)c1csc(NC(=O)CSc2nnnn2-c2ccc3c(c2)OCCO3)n1	-6	-1	-4	4.0	-1	3	1	1	2
65	O=C(COc1ccccc1)Nc1nc2cc3c(cc2s1)OCO3	-21	8	3	3.3	5	2	-3	-2	5
66	CCOC(=O)c1sc(NC(NC(=O)c2ccco2)(C(=O)OC)C(F)(F)F)nc1C (configuration not stated)	-3	-2	-1	1.6	-1	6	0	-1	-7
67	COc1cc(NC(=O)CSc2ccc(-c3ccco3)nn2)cc(OC)c1	35	-1	3	0.3	-10	2	-14	-1	5

# Screening results as filed in PubChem.

# Compounds as they come. About 5.6% of those tested had a hit in this group.
